b-catenin transl: alters nuclear translocation of beta-catenin in HeLa cells. immunofluorescence imaging. nuclear translocation activity, % at 5 µM. 190,000 tested, 0.3% active. AID 1665;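 active = nuclear translocation activity above 50% at 5 µM, with a well cell count of 50 or more; inconclusive = wells under 50 cells across six images, flagged as toxic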;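 also: per-cell ratio of nuclear to cytoplasmic median beta-catenin stain intensity; plate controls were DMSO negative control for no effect and GSK-3 inhibitor IX positive control for full effect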
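Test system: human HeLa cells, endogenous beta-catenin. Times: 24 h compound exposure, 37°C. Measured by: beta-catenin immunofluorescence imaging with DAPI.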
T cell HTS: modulates CD8 T cell binding to vesicles; 2C CD8+ T cell-vesicle binding, flow cytometry; active compounds read low; calls only at 7 µM; 330,000 tested, 0.068% active;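 active = response, share of CD8 T cells binding vesicles, and their 90th percentile fluorescence all below set limits, cut at about 80% in these data, passing the limit was not always enough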
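material = purified 2C TCR transgenic mouse naive CD8+ T cells | controls = Unloaded micro-vesicles (low), QL9 vesicles with 0.7% DMSO (high) | detection = cytometric PE anti-B7-1 and Alexa647 anti-CD8 signals after 1% paraformaldehyde fixation | incubation = binding step 1.5 h, 37 °C, antibody labelling 20 min, ice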
Rac1 GTP hydrolysis: MgcRacGAP GTPase-activating activity inhibitors, confirmation, biochemical, ADP Hunter fluorescence; MgcRacGAP-stimulated Rac1 GTP hydrolysis, ADP Hunter fluorescence; higher % means a stronger effect; GST-tagged Rac1 F28L mutant substrate; inhibition, % at 30 µM, or IC50 in µM where a hit was titrated; 340,000 tested, 0.6% active;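 active = first-screen hits whose inhibition reached a set limit at any dose in the follow-up dose series; inconclusive = inhibition above the set first-screen limit but never retested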;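 also: fluorescence reports GDP produced by GAP-driven GTP hydrolysis; strong numbers were not always called active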
RSV CPE inhibition: inhibition of RSV-induced cytopathic effect – HEp-2 cells, primary 10 µM value included (AID 2391); 310,000 tested, 0.13% active; HEp-2 cells, RSV-induced CPE inhibition; higher % means a stronger effect; one-dose CPE inhibition, % at 10 µM; IC50 in µM for titrated hits; in the data active = a potency from the dose series; inconclusive = CPE inhibition mostly from about 23% at the one dose, without a potency; inactive = the rest, 99 in 100 with CPE inhibition below about 21%; also: strong numbers were not always called active
Large T inhibition: SV40 large T antigen inhibitors, biochemical (AID 1903); SV40 large T antigen ATPase/helicase inhibition assay; higher % means a stronger effect; inhibition, % at 20 µM; hits with a dose series show IC50 in µM; 310,000 tested, 0.39% active; in the data active = a potency from the dose series; inconclusive = inhibition mostly from about 32% at the one dose, without a potency; inactive = the rest, 99 in 100 with inhibition below about 32%; also: strong numbers were not always called active
Myeloid diff MLP: compounds promoting myeloid differentiation; ER-HoxA9 myeloid progenitors, lysozyme-GFP differentiation, flow cytometry; calls only at 10 µM; 360,000 tested, 1% active;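 active = normalized GFP-positive differentiation at or above the plate's own cutoff, the solvent-only control mean plus 3 SD; inconclusive = no clear call, values can overlap the other calls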;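 also: cells exposed to compound for four days before flow analysis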
PhoP inhibition: inhibitors of PhoP regulon expression, primary screen, Salmonella Typhimurium, GFP reporter (AID 1863). S. Typhimurium PhoP-regulated promoter GFP reporter, 4 h; higher % means a stronger effect. inhibition, % at 50 µM, or IC50 in µM where a hit was titrated. 300,000 tested, 0.16% active;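 active = inhibition over 29.93%, a cutoff 3 SD above the screen mean, later confirmed by dose response; inconclusive = inhibition over 29.93% but no dose response follow-up; inactive = inhibition at most 29.93% or unconfirmed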;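 also: 0% = low Mg2+ inducing control and 100% = high Mg2+ repressing control; strong numbers were not always called active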
WT yeast gro inh: growth inhibition of WT yeast, mitochondrial fusion screen; mitochondrial fusion phenotypic screen, WT strain; inhibition, % at 10 µM; 190,000 tested, 2.1% active; AID 1362; in the data active = inhibition above about 58%; tested in S. cerevisiae
West Nile virus CPE: West Nile virus antiviral activity, cell-based, CPE readout (AID 1621) | 290,000 tested, 0.02% active | CPE inhibition, % at 10 µM; hits with a dose series show IC50 in µM | West Nile virus-infected cells, CPE inhibition; higher % means a stronger effect; in the data active = a potency from the dose series; inconclusive = CPE inhibition mostly from about 3.7% at the one dose, without a potency; inactive = the rest, 99 in 100 with CPE inhibition below about 2.2%; also: strong numbers were not always called active
WT yeast gro inh mutant strain: further read-out of WT yeast gro inh, marked with its call; inhibition, %; mitochondrial fusion phenotypic screen, mutant strain inhibition
b-catenin transl cell count 5 µM: further read-out of b-catenin transl, marked with its call; cell count; measured here: cell count, cytotoxicity flag
T cell HTS vesicle-bound %: further read-out of T cell HTS, marked with its call; double positive events, %; measured here: CD8+ vesicle-bound cell fraction;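 binding gate set so that unloaded-vesicle control wells show 10% double positive cells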
Myeloid diff MLP GFP+ MAC1+ %: second read-out of Myeloid diff MLP, no call of its own (marks repeat the call); GFP+ MAC1+ double positive, %; measured here: differentiation confirmed by MAC1 staining
Starred values were filed as active, the others as inactive; i = inactive; ? = inconclusive; · = no result given.

SMILES	b-catenin transl	b-catenin transl cell count 5 µM	T cell HTS	T cell HTS vesicle-bound %	Rac1 GTP hydrolysis	RSV CPE inhibition	Large T inhibition	Myeloid diff MLP	Myeloid diff MLP GFP+ MAC1+ %	PhoP inhibition	WT yeast gro inh	WT yeast gro inh mutant strain	West Nile virus CPE
COc1ccc(S(=O)(=O)N2CCCCC2)cc1NC(=O)CN1CCN(C(C)=O)CC1	3.8	926	i	45	2%	-0.4%	7%	i	0.3	2%	2	-12	-0.1%
O=C(Nc1ccc(NS(=O)(=O)c2ccc([N+](=O)[O-])cc2)cc1)c1ccco1	·	·	i	5	7%	3.3%	28%	i	0.6	0%	·	·	-0.8%
COc1ccc2nc(N3CCCC(O)C3)c(C#N)cc2c1 (stereo unspecified)	-1.0	1127	i	31	7%	3.6%	7%	i	0.2	-11%	7	2	·
CC(C)N(C)C1CCN(C(=O)Nc2ccc(Cl)c(Cl)c2)CC1	0.9	1238	i	14	-1%	-1.2%	19%	i	12	-6%	15	0	?
COc1cccc(OCCNc2ccc([N+](=O)[O-])cn2)c1	·	·	i	19	0%	1.8%	·	i	0.3	·	·	·	·
CCN(C(=O)COC(=O)c1ccccc1SCC(=O)N1CCCC1)C1CCS(=O)(=O)C1 (stereo unspecified)	·	·	i	49	6%	1.4%	10%	i	0.5	-5%	·	·	·
CCOc1cccc(-c2c(C(=O)N/N=C/c3ccco3)nnn2-c2nonc2N)c1	·	·	i	60	7%	1.1%	10%	i	2.5	-9%	·	·	-0.3%
CCc1ccc(NC(=O)N(CCCOC(C)C)C2CCN(C(C)=O)CC2)cc1	-4.9	959	i	46	5%	-0.3%	3%	i	1.3	-14%	-24	-2	-0.7%
CC1CCN(C(=O)CSc2nnc(CSc3ncccn3)n2C)CC1	-0.1	1109	i	25	1%	1.0%	7%	i	8.1	-5%	3	3	-0.4%
O=C(O)c1ccc(NCCc2ccc(Cl)cc2)c([N+](=O)[O-])c1	·	·	i	18	-2%	12%	3%	i	0.4	1%	12	0	0.4%
CCOc1ccc2oc(C(=O)N(CC)CC(=O)Nc3ccc(NC(C)=O)cc3)c(C)c2c1	·	·	i	36	7%	0.2%	·	i	2.2	·	·	·	·
COC(=O)c1cc(NC(=O)CSc2nnc(CN3CCOCC3)n2C)ccc1Cl	-0.4	1233	i	50	12%	4.2%	5%	i	0.9	11%	-18	-21	0.5%
CCNC(=S)NS(=O)(=O)c1ccc(C)cc1	-0.6	1103	i	5	7%	2.3%	4%	i	0.6	-11%	-7	4	0.5%
C=CCO/N=C/C1=C(O)C(C(=O)OC)C(C)(C)CC1=O (stereo unspecified)	0.7	1497	i	39	7%	0.1%	13%	i	0.3	-2%	0	5	-0.2%
Cc1cc(C(=O)N/N=C/c2cc(Br)cc(Br)c2OC(=O)c2ccccc2)n[nH]1	·	·	i	50	·	8.4%	5%	·	·	37%	-47	-10	-0.5%
CCOc1cc(C(=O)OCc2ccc(C(=O)OC)o2)cc(Br)c1OC	0.1	1384	i	7	·	3.0%	-6%	·	·	16%	39	-18	-0.7%
CSc1nnc(C)c(=O)n1COC(=O)COc1ccccc1F	-0.8	1056	i	35	10%	2.6%	11%	i	0.2	-14%	5	8	0.3%
CCCN(CC(=O)Nc1ccccc1C)C(=O)/C=C/c1ccc(S(=O)(=O)N2CCCCCC2)cc1	·	·	i	45	2%	?	3%	i	1.2	3%	·	·	·
Cc1ccnc(SCc2cc(=O)c(OC(=O)c3ccco3)co2)n1	-0.5	1032	i	17	-2%	1.1%	17%	i	0.2	-12%	2	25	-0.3%
CN1C(=O)/C(=C/c2ccc(C(F)(F)F)cc2)Sc2ccc(C(=O)N3CCN(c4ccccn4)CC3)cc21	·	·	i	7	-8%	13%	2%	?	·	-3%	·	·	0.9%
Cc1nnc(SCC(=O)NCc2ccccc2)s1	-0.5	1085	i	3	6%	1.9%	8%	i	0.7	-3%	10	1	1.1%
COc1ccc(C(=O)Nc2c(O)ccc3ccccc23)cc1OC	·	·	i	23	10%	-0.1%	25%	?	·	·	·	·	·
CCC(C)c1ccc(OCc2ccc(C(=O)OC)o2)cc1 (stereo unspecified)	-0.2	1336	i	32	15%	0.5%	12%	i	0.4	-10%	·	·	0.1%
CCOC(=O)Cc1csc(NC(=O)/C=C/c2cccc(Br)c2)n1	-3.3	1164	i	33	1%	3.3%	-3%	i	0.3	-5%	12	-8	0.3%
O=C1NC2(CCSC2)C(=O)N1CC(=O)N(Cc1ccccc1)C1CCS(=O)(=O)C1 (stereo unspecified)	2.0	1284	i	42	2%	-0.2%	3%	i	0.5	-2%	·	·	0.6%
CS(=O)(=O)N(CC(=O)O)c1cc(Cl)cc(Cl)c1	1.6	1035	i	14	0%	1.5%	4%	i	1.1	-5%	-9	7	-0.1%
Cc1ccc(NC(=O)/C(=C\c2ccccc2)NC(=O)c2ccco2)cc1	0.2	1367	i	14	7%	0.8%	3%	i	1.0	-6%	·	·	0.1%
COc1ccccc1N1CCN(C(=O)c2onc(C)c2Cl)CC1	·	·	i	29	11%	3.7%	5%	i	1.8	·	·	·	-0.4%
CCn1c(SCC(=O)NCCc2ccc(F)cc2)nnc1-c1cccs1	-0.3	1360	i	25	6%	2.6%	10%	i	0.7	-7%	7	47	-1.2%
O=C1COc2ccc(C(=O)COC(=O)CNC(=O)c3ccco3)cc2N1	-0.5	1125	i	53	2%	-0.7%	6%	i	1.6	-16%	-30	-11	0.2%
CCc1cc2cc(C)ccc2nc1SCC(=O)N1CC(=O)Nc2ccccc21	·	·	i	41	13%	13%	10%	i	6.6	-1%	·	·	0.2%
COc1ccc(/C=N/NC(=O)Cn2cc(C(F)(F)F)ccc2=O)cc1	-0.9	945	i	27	7%	3.8%	4%	i	0.6	4%	-14	-4	2.0%
O=C(Nc1cccc(-c2cn3cccnc3n2)c1)Nc1ccccc1F	-0.9	1040	i	62	11%	21%	11%	i	0.7	-10%	4	14	0.4%
O=C(NCCc1ccc2c(c1)OCO2)C1CCN(S(=O)(=O)c2ccc(Cl)cc2)CC1	-5.3	1003	i	51	3%	-1.7%	8%	i	1.3	-7%	10	24	-0.8%
O=C(c1ccc(Cl)cc1Cl)N1CCN(c2ccc(N3CCOCC3)nn2)CC1	·	·	i	10	2%	2.2%	8%	i	0.6	2%	·	·	·
COc1cccc(NS(=O)(=O)c2ccc3[nH]cc(C(=O)NC4CC4)c(=O)c3c2)c1	·	·	·	·	-1%	·	6%	i	2.8	-5%	6	12	0.0%
Cn1c(=O)c2c(nc(NCCNC(=O)c3ccco3)n2Cc2ccccc2F)n(C)c1=O	·	·	i	23	7%	2.8%	10%	i	1.0	1%	·	·	-0.4%
CCOC(=O)C1CCN(CC(C)(C)NS(=O)(=O)c2ccc(Cl)cc2)CC1	·	·	i	24	7%	1.1%	5%	i	0.5	1%	·	·	0.3%
COc1ccc(S(=O)(=O)NCc2ccccn2)cc1OC	·	·	i	45	·	1.4%	7%	i	0.2	-1%	·	·	0.3%
Cc1c2c(nc3c(C(=O)NC4CCCCC4C)cnn13)CCCC2 (stereo unspecified)	-2.3	1308	i	30	·	16%	19%	·	·	1%	19	3	·
c1ccc(-c2nnc(CSc3nc4ccccc4[nH]3)o2)cc1	-1.4	1207	i	23	12%	-1.6%	22%	i	1.7	0%	-15	4	0.1%
CCc1ccc(CN2C(=O)CCC2(C)C(=O)NC2CCCC2)cc1 (stereo unspecified)	8.1	1347	i	21	4%	2.8%	7%	i	0.6	8%	-12	-1	-1.0%
CC(=O)N1CCOc2ccc(S(=O)(=O)N3CCC(C(=O)Nc4ccc(C)c(C)c4)CC3)cc21	·	·	i	21	9%	1.8%	17%	i	0.2	-11%	·	·	-0.6%
CCOC(=O)c1[nH]c(C)c(/C(O)=C2\C(=O)C(=O)N(CCN3CCOCC3)C2c2ccco2)c1C (stereo unspecified)	-0.3	1471	i	65	3%	-1.3%	11%	i	0.2	-4%	-3	7	0.4%
O=C(Nc1ccc(N2CCCCC2)cc1)c1cc([N+](=O)[O-])cc([N+](=O)[O-])c1	-0.8	1112	i	54	1%	1.1%	10%	i	0.7	4%	10	9	0.3%
O=C(NCCCN1CCCC1=O)C(=O)NCC1OCCN1S(=O)(=O)c1ccc(Cl)cc1 (stereo unspecified)	·	·	i	13	10%	1.1%	6%	i	1.4	-7%	·	·	0.3%
O=S(=O)(CCc1nc2ccccc2[nH]1)c1ccc(Cl)cc1	-2.5	557	i	62	-4%	1.2%	3%	i	0.8	-5%	-8	-4	-0.5%
CCc1cc(C(=O)N2CCN(C(=O)c3ccco3)CC2)sc1C	·	·	i	33	4%	1.2%	8%	i	0.7	0%	·	·	·
Cc1ccc(/C=C2\C(=O)ON=C2c2ccccc2)o1	0.7	978	i	46	·	0.0%	-3%	i	0.1	25%	20	-5	0.7%
CCOc1cccc(C2C(C(=O)c3ccco3)=C(O)C(=O)N2Cc2ccncc2)c1 (stereo unspecified)	-0.2	1062	i	26	7%	1.0%	2%	i	0.8	-2%	2	-6	0.3%
CC1(C)CC(=O)C2=C(C1)N(c1cccnc1)C(N)=C(C#N)C2c1cccs1 (stereo unspecified)	0.7	525	i	43	5%	1.7%	9%	i	0.8	5%	-17	-26	-0.4%
CCN(C(=O)c1cc2c(=O)[nH]c3ccc(C)cc3c2s1)c1ccccc1F	0.7	1319	i	31	4%	-1.2%	15%	i	0.0	-3%	·	·	0.3%

Sorted by value in RSV CPE inhibition (falling): some entries from above
compound | RSV CPE inhibition
COc1ccc2nc(N3CCCC(O)C3)c(C#N)cc2c1 (stereo unspecified) | 3.6%
CCNC(=S)NS(=O)(=O)c1ccc(C)cc1 | 2.3%
CCOC(=O)c1[nH]c(C)c(/C(O)=C2\C(=O)C(=O)N(CCN3CCOCC3)C2c2ccco2)c1C (stereo unspecified) | -1.3%
